Rat MKP-3 inhibitors: MKP-3 phosphatase inhibitors, primary screen, biochemical, rat enzyme, in vitro (AID 425) | recombinant MKP-3 phosphatase activity, fluorescence; higher % means a stronger effect | one-dose inhibition, % at 20 µM; IC50 in µM for titrated hits | 110,000 compounds, 0.17% hits; in the data active means inhibition above about 50%;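 further: plate controls were vehicle for no effect and reference inhibitor for full effect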
Hsp70 displacement: Hsp70 inhibitors, probe displacement, primary screen, biochemical, fluorescence polarization (AID 583) | Hsp70 fluorescence polarization probe displacement, mP; higher % means a stronger effect | displacement, % at 20 µM, or IC50 in µM where a hit was titrated | 140,000 compounds, 0.06% hits; in the data active means displacement above about 50%;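 further: plate controls were vehicle for no effect and reference ligand for full effect; a part of the inactive calls stands beside numbers as strong as those of hits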
* = called active by the depositor; / = not tested or not shown; & = joins results of further samples. These rows are one share of the data. The share of hits here may be higher or lower than overall.

SMILES | Rat MKP-3 inhibitors | Hsp70 displacement
Cc1cccc(/C=C2\C(=O)NN(c3ccccc3)C2=O)c1 | 5% | -1.4%
C[C@@H]1C[C@H]2[C@@H]3C[C@H](F)C4=CC(=O)C=C[C@]4(C)[C@@]3(F)[C@@H](O)C[C@]2(C)[C@@]1(O)C(=O)CO | -10% | 3.1%
COc1ccc(C2C(C#N)=C(N)Oc3cc(O)ccc32)cc1OC (stereo not given) | -6% | -3.8%
COc1cccc(C2(O)CCN(C(=O)C3CCC3)CC2)c1 | -6% | 1.5%
COc1ccc(NC(=O)COc2nsnc2N2CCCCC2)cc1 | -5% | 7.0%
COc1ccc(-n2nnc3c(SCC(=O)N4CCCc5ccccc54)ncnc32)cc1 | 4% | -1.2%
CCOc1ccc(C2=[N+]([O-])C(C)(C)N(O)C2(C)C)cc1 | 1% | -3.8%
CCOC(=O)c1nc2sc(C)c(C)c2c(=O)[nH]1 | -9% | -1.1%
CCCc1cc(C(=O)Nc2ccccc2SC)no1 | 3% | 2.6%
CC(Sc1ncc(C#N)c(N)n1)C(=O)Nc1ccccc1 (stereo not given) | -2% | /
COc1ccc(NC(=O)/C(=C\c2ccc(Br)cc2)NC(=O)c2ccccc2F)cc1 | 0% | 2.4%
CC(=O)c1cccc(NC(=O)Nc2c(C)nn(C)c2C)c1 | -4% | 7.3%
c1coc(Cn2nnnc2CN2CCN(C3CCCC3)CC2)c1 | -4% | 4.3%
CCOC(=O)C1=C(c2ccccc2)N=c2s/c(=C\c3ccc(O)c(OC)c3)c(=O)n2C1c1ccccc1OC (stereo not given) | 2% | 2.9%
COc1ccc(CCNC(=O)C2CCC(CNc3c(N4CCCC4)c(=O)c3=O)CC2)cc1OC (stereo not given) | 4% | 1.9%
CCOc1cccc(OCCCCn2ccnc2)c1 | 8% | 11%
CCOC(=O)c1c(C)[nH]c(C(=O)OCC(=O)N(C)C2CCS(=O)(=O)C2)c1C (stereo not given) | / | 3.9%
O=C(O)CCNS(=O)(=O)c1ccc2ccccc2c1 | / | 1.2%
O=C(NCCc1ccccc1)c1nn2c(c1Br)NC(c1cccs1)CC2C(F)(F)F (stereo not given) | 3% | -0.8%
COc1ccc(O)c(-c2cc(-c3ccccc3C)[nH]n2)c1 | 0% | 6.5%
COc1ccc(NC(=O)C2CC(=O)N(c3ccc(Br)cc3)C2)c(OC)c1 (stereo not given) | 2% | /
c1ccc2c(c1)[nH]c1nc3nncn3nc12 | -14%&0% | -5.4%&1.1%
Cc1cc(C(=O)CSc2nnc(Nc3ccccc3)s2)c(C)n1CC1CCCO1 (stereo not given) | 5% | -1.2%
Cc1ccc2nc(NC(=O)C3CCCN(S(=O)(=O)c4cccnc4)C3)sc2c1 (stereo not given) | -5% | -5.7%
O=C(NCCOc1cccc2ccccc12)Nc1cc(F)c(F)cc1Cl | 1% | -2.2%

(more compounds)
SMILES | Rat MKP-3 inhibitors | Hsp70 displacement
Cc1cccc(-n2ncc3c(N4CCOCC4)ncnc32)c1 | 5% | /
CC(C)OC(=O)CSc1nc(-c2ccc(F)cc2)cc(C(F)(F)F)n1 | / | 2.2%
COc1ccc(CNC(=O)c2ccc(C)c([N+](=O)[O-])c2)cc1 | 1% | 1.6%
CC1(C)Cc2c(sc3nc(SCCc4ccccc4)n(CCc4ccccc4)c(=O)c23)CO1 | 1% | 1.2%
COC(=O)C1=C(C)N(CCc2ccc(OC)c(OC)c2)C(=O)/C1=C\c1ccc2c(c1)OCO2 | -6% | -214%
COc1cc(C=C2C(=O)N(C)C(=O)N(C)C2=O)ccc1OCCOc1ccc(C)cc1 | 1% | -2.7%
CC(=O)/C=C/c1cc[n+](C)cc1 | 0% | 4.9%
COc1ccc2oc(=O)c(C(=O)N3CCN(c4ccccc4C)CC3)cc2c1 | 2% | 3.8%
O=C1NC(=S)N/C1=C/c1ccc(N2CCOCC2)cc1 | 0% | -14%
CCOc1ccccc1NC(=O)CCN1C(=O)c2ccccc2C1=O | 2% | 4.8%
Cc1sc2nc(C3CC3)nc(NCCNS(=O)(=O)c3ccccc3)c2c1C | / | 0.0%
O=CN1N=C(c2ccc3ccccc3c2)CC1c1ccccc1 (stereo not given) | 0% | -3.6%
COC(=O)CSc1nnc(CNC(=O)c2ccc(OC)cc2OC)n1C | 1% | 4.5%
O=C(Cc1ccc(Cl)cc1)NNS(=O)(=O)c1ccccc1 | -2% | 6.4%
C=CCn1c(SCC(=O)/C(C#N)=C(\C)N)nnc1C1CCCCC1 | 3% | -5.4%
C=CCn1c(SCCOC)nc2c1c(=O)[nH]c(=O)n2C | 1% | 3.5%
COc1ccc(CCNc2oc(COc3ccccc3Cl)nc2C#N)cc1OC | -2% | 1.5%
O=C(CSc1nc2ccc([N+](=O)[O-])cc2s1)N1CCOCC1 | 4% | 1.1%
Cn1c(=O)oc2cc(S(=O)(=O)N3CCC(C(=O)N4CC=C(c5ccccc5)CC4)CC3)ccc21 | -3% | 1.4%
Brc1ccc(-c2nnc(-c3cccc(Br)c3)o2)cc1 | / | 4.8%
CN(c1nc(-c2ccccc2)cs1)C1CCS(=O)(=O)C1 (stereo not given) | 1% | -2.2%
Cc1cccc(C(=O)Nc2cccc(S(N)(=O)=O)c2)c1 | 1% | 0.0%
O=C(O)CCCCCNC(=O)Nc1ccc2c(c1)OCCO2 | / | 1.5%
Clc1ccc(C(Sc2ncn[nH]2)c2ccccc2)cc1 (stereo not given) | -8% | 4.8%
COc1ccc(-n2c(=S)[nH]c3cc(C(=O)NCc4ccco4)ccc3c2=O)c(OC)c1 | / | 2.0%

Sorted by SMILES length (low to high): part of the list above
SMILES | Rat MKP-3 inhibitors | Hsp70 displacement
CC(=O)/C=C/c1cc[n+](C)cc1 | 0% | 4.9%
O=C(O)CCCCCNC(=O)Nc1ccc2c(c1)OCCO2 | / | 1.5%
O=CN1N=C(c2ccc3ccccc3c2)CC1c1ccccc1 (stereo not given) | 0% | -3.6%
C=CCn1c(SCCOC)nc2c1c(=O)[nH]c(=O)n2C | 1% | 3.5%
CN(c1nc(-c2ccccc2)cs1)C1CCS(=O)(=O)C1 (stereo not given) | 1% | -2.2%
CCOc1ccccc1NC(=O)CCN1C(=O)c2ccccc2C1=O | 2% | 4.8%
COC(=O)CSc1nnc(CNC(=O)c2ccc(OC)cc2OC)n1C | 1% | 4.5%
COc1ccc(CCNc2oc(COc3ccccc3Cl)nc2C#N)cc1OC | -2% | 1.5%
O=C(CSc1nc2ccc([N+](=O)[O-])cc2s1)N1CCOCC1 | 4% | 1.1%
COc1ccc(CNC(=O)c2ccc(C)c([N+](=O)[O-])c2)cc1 | 1% | 1.6%
CC(C)OC(=O)CSc1nc(-c2ccc(F)cc2)cc(C(F)(F)F)n1 | / | 2.2%
COc1cc(C=C2C(=O)N(C)C(=O)N(C)C2=O)ccc1OCCOc1ccc(C)cc1 | 1% | -2.7%
COc1ccc(-n2c(=S)[nH]c3cc(C(=O)NCc4ccco4)ccc3c2=O)c(OC)c1 | / | 2.0%
COC(=O)C1=C(C)N(CCc2ccc(OC)c(OC)c2)C(=O)/C1=C\c1ccc2c(c1)OCO2 | -6% | -214%
Cn1c(=O)oc2cc(S(=O)(=O)N3CCC(C(=O)N4CC=C(c5ccccc5)CC4)CC3)ccc21 | -3% | 1.4%

Back to the main list; the two compounds before the break are reprinted first.
SMILES | Rat MKP-3 inhibitors | Hsp70 displacement
Clc1ccc(C(Sc2ncn[nH]2)c2ccccc2)cc1 (stereo not given) | -8% | 4.8%
COc1ccc(-n2c(=S)[nH]c3cc(C(=O)NCc4ccco4)ccc3c2=O)c(OC)c1 | / | 2.0%
Cc1ccc2c(n1)CC(C)(C)C/C2=N\O | / | -1.2%
Cc1cc(=O)oc2cc(OCc3ccc(S(=O)(=O)N4CCOCC4)cc3)ccc12 | -12% | -4.2%
Cc1ccc(N2C(=O)C=CC2=O)c(Br)c1 | 5% | -3.5%
Cc1onc(-c2ccccc2Cl)c1C(=O)Nc1nnc(-c2ccc(F)cc2)s1 | -8% | 2.5%
CCN(CC)S(=O)(=O)c1cccc(-c2nnc(SCC(=O)NC3CCCC3)n2N)c1 | / | -2.3%
COc1cccc(NC2=C(Cl)C(=O)N(c3cccc(C)c3)C2=O)c1 | -2% | -1.3%
COc1cc(NC(=O)c2cccc(Cl)c2)c(OC)cc1NC(=O)CN1CCOCC1 | 1% | 0.6%
COc1ccc(C2C(C#N)=C(N)Oc3cc(N)ccc32)cc1OC (stereo not given) | -7% | -7.2%
O=C(NCCc1ccccc1)c1nn2c(c1Cl)NC(c1ccc(Cl)cc1)CC2C(F)(F)F (stereo not given) | 3% | 1.9%
CCOC(=O)c1ccc2c(c1)C(=O)N(C1CCCCC1)C2=O | -5% | 3.0%
CC1(C(=O)Nc2nnc(SCc3ccccc3)s2)Cc2ccccc2C(=O)O1 (stereo not given) | / | 0.6%
O=C(c1ccco1)N1CCN(S(=O)(=O)c2ccc(S(=O)(=O)NC3CCCCC3)cc2)CC1 | -1% | -0.8%
Cc1ccc(C)c(NC(=O)COc2ccc3ccccc3c2)c1 | 1% | -4.4%
Nc1c(NC2CCCCC2)c2ccccc2oc1=O | -8% | 1.3%
O=C(Nc1ccc(Cl)cc1)C1CCN(C(=O)NC2CCCCC2)CC1 | / | 1.2%
COc1cccc(NC(=O)N2CCC(N3CCCCC3)CC2)c1 | -13% | 1.9%
COc1cc(-c2c(C#N)c(N)nc(SC)c2C#N)cc(OC)c1OC | -4% | -5.1%
COc1cccc(C(=O)Nc2ccc(N(C)C)cc2)c1OC | 2% | /
O=C1NC(=S)N(c2ccc(F)cc2)C(=O)C1=Cc1ccc([N+](=O)[O-])s1 | 21% | 15%
CC(=O)C1=C(O)C(=O)N(CCN2CCOCC2)C1c1ccc(N(C)C)cc1 (stereo not given) | -5% | 1.5%
Cc1ccsc1C1NC(=O)c2ccccc2N1 (stereo not given) | -2% | 5.5%
CC(=O)NC12CC3CC(C1)CC(C(=O)OCC(=O)NC(=O)c1cccn1C)(C3)C2 | -3% | 3.6%
Cc1ccc(C(=O)CSc2n[nH]c(-c3ccco3)n2)cc1C | -2% | 8.4%
COc1cc(Oc2ccc(C(C)C)cc2C)nc(N)n1 | 2% | 2.4%
O=C(CCc1ccccc1)Nc1ccncc1 | -3% | -3.2%

Remaining list, next part.
SMILES | Rat MKP-3 inhibitors | Hsp70 displacement
Brc1ccc2ncnc(NCCN3CCOCC3)c2c1 | 2% | 0.5%
c1ccc(Nc2ccc3ccccc3n2)nc1 | 0% | -2.4%
CC1CCN(C(=O)C2CCN(CC(C)c3ccccc3)CC2)CC1 (stereo not given) | / | -1.9%
COC(=O)c1ccc(OCCOc2ccc(C(=O)OC)cc2)cc1 | / | 11%
COc1ccccc1NC(=O)COc1ccc(C)c(C)c1 | -1% | 1.3%
CC(=O)OCCCN1C(=O)c2ccc(Br)cc2C1=O | -13% | 7.9%
CS(=O)(=O)N1CCN(Cc2ccncc2)CC1 | -4% | 1.0%
COc1ccc(Cc2nnc(NS(=O)(=O)Cc3ccccc3)s2)cc1 | 0% | -4.5%
Oc1[nH]c2ccccc2c1N=Nc1nc(-c2ccccc2)c2cc(Cl)ccc2n1 | 3% | -3.6%
Cc1c(NC(=O)c2cc(-c3ccc4c(c3)OCO4)on2)c(=O)n(-c2ccccc2)n1C | 6% | -3.8%
Cc1cccc(NS(=O)(=O)c2cccc3cccnc23)n1 | -6% | -1.5%
CN1CCN(C(=O)c2cn(-c3ccccc3)nc2-c2cccnc2)CC1 | / | 1.5%
CC(C)NC(=O)Cn1c(SCC(=O)N2CCCCCC2)nc2ccccc21 | 1% | -2.0%
O=[N+]([O-])c1cc(S(=O)(=O)Nc2ccc(Cl)cc2)ccc1Cl | -3% | 0.1%
CCOC(=O)c1sc2nc(CSc3nc4ccccc4n3CC)[nH]c(=O)c2c1C | 6% | -23%
CCSc1nnc(NC(=O)C2(C)Cc3ccccc3C(=O)O2)s1 (stereo not given) | -16% | -5.5%
Cc1ccc2cc(S(=O)(=O)NCCCC(=O)O)ccc2c1 | 4% | 69%
O=C(c1cc2c(s1)CCCCC2)N1CCN(c2ncccn2)CC1 | -6% | /
C/C(=C1\SC(N2CCOCC2)=NC1=O)c1ccccc1 | -7% | -1.7%
CCc1ccc(C2CC(c3ccc(C)cc3)n3nc(N)nc3N2)cc1 (stereo not given) | -5% | 5.1%
COc1ccc(NC(=O)COc2ccc(C)cc2)cc1Cl | 4% | 1.3%
COc1ccccc1C1/C(=C(/O)c2ccc(Cl)cc2)C(=O)C(=O)N1CCN1CCOCC1 (stereo not given) | -7% | -0.5%
Cc1cc(C(=O)Nc2ccccn2)no1 | -3% | -2.8%
COc1ccc(C(=O)COC(=O)CCn2nnc(-c3cccs3)n2)cc1 | -15% | -0.6%
Cc1c(N=Cc2cccc(Cl)c2)cccc1[N+](=O)[O-] | -4% | -2.0%

Later entries.
SMILES | Rat MKP-3 inhibitors | Hsp70 displacement
CCOC(=O)c1c(NC(=O)c2ccc([N+](=O)[O-])cc2Cl)sc(C)c1C | -1% | 2.2%
NC1=NC(=O)/C(=C/c2cc(Br)ccc2OCc2ccccc2)S1 | 3% | 5.5%
COc1cc(C(C)=O)ccc1OCC(O)CN1CCN(S(=O)(=O)c2ccccc2)CC1 (stereo not given) | -17% | 6.9%
CCOC(=O)C1=C(C)NC(SCC(=O)O)=NC1c1ccccc1 (stereo not given) | -15% | -2.1%
Cc1c(Nc2ncnc3nc[nH]c23)c(=O)n(-c2ccccc2)n1C | -6% | 24%
CCOc1ccc(Nc2nc(Cc3nnc(SCC(N)=O)o3)cs2)cc1 | -6% | 3.5%
Cc1ccc(OCCCc2c(C)n[nH]c2C)c(C)c1 | 0% | -2.6%
O=C(O)c1cccnc1SC1CC(=O)N(CCc2ccccc2)C1=O (stereo not given) | / | 3.1%
CCCc1cc(=O)[nH]c(SCC(=O)c2cc(C)n(C3CC3)c2C)n1 | / | -1.3%

Screens from PubChem BioAssay.
